Screening data from PubChem.
All columns: NCI-60 one-dose screen, growth in % after 48 h at 10 µM unless noted; 100 = growth as untreated, 0 = no growth, -100 = all killed.
NCI-H522 = NCI-H522 lung cancer. actives 8% (n = 78,000). AID 1794739
NCI-H23 = NCI-H23 lung cancer. AID 1794731. actives 4% (n = 80,000)
NCI-H226 = NCI-H226 lung cancer | actives 3.5% (n = 79,000) | AID 1794732
COLO 205 = COLO 205 colon cancer. actives 7.3% (n = 79,000). AID 1794742
SK-OV-3 = SK-OV-3 ovarian cancer cells | actives 3.2% (n = 80,000)
NCI/ADR-RES = NCI/ADR-RES ovarian cells. actives 4.4% (n = 81,000). AID 1794790
NCI-H460 = NCI-H460 lung cancer; actives 6.8% (n = 82,000); AID 1794736
IGROV1 = IGROV1 ovarian cancer. actives 4.7% (n = 79,000)
NCI-H322M = NCI-H322M lung cancer; actives 2.7% (n = 80,000); AID 1794733
An asterisk follows results filed as active; nt = not tested or not shown; & = joins results of further samples. Rule for the calls: active = growth percent below 10; inactive = the rest.

SMILES	NCI-H522	NCI-H23	NCI-H226	COLO 205	SK-OV-3	NCI/ADR-RES	NCI-H460	IGROV1	NCI-H322M
COc1cc(/C=C/C(=O)c2ccc(Nc3ncnc4cc(OC)c(OC)cc34)cc2)cc(OC)c1	92	95	113	117	116	97	109	99	105
Oc1ccc2[nH]cc(-c3cnc(-c4c[nH]c5ccc(O)cc45)cn3)c2c1	64	92	110	103	87	94	102	nt	102
Clc1ncnc2c1cnn2-c1ccccc1	74	98	90	110	93	103	101	105	96
COC(=O)C1(CC(=O)c2c(C)[nH]c3ccccc23)NC(=S)NC(=O)C1C#N (centres undefined)	98	102	83	135	124	103	141	111	106
COc1ccc(-c2nc3ccc(C(=O)N=Nc4c(O)[nH]c5ccc([N+](=O)[O-])cc45)cc3[nH]2)cc1	107	104	109	111	113	113	110	111	121
COc1ccc(C2CC(=O)Oc3c(OC)c4c(c(OC)c32)OCO4)cc1 (centres undefined)	86	98	112	103	92	92	107	93	90
CCOC(=O)c1ccnc(F)c1	98	105	104	112	121	104	107	108	104
O=C(Nc1ccc(Cl)c(Cl)c1)c1ccc(Cl)c(Cl)c1	80	86	92	115	100	97	93	nt	99
C=CCOc1ccc2c(c1)CC[C@@H]1[C@@H]2CC[C@]2(C)[C@@H](O)C(=O)C[C@@H]12	86	98	102	109	116	99	105	104	96
CCOC(=O)C(CCC(OCC)OCC)C(C)=O (centres undefined)	101	105	91	114	106	101	108	117	123
O=C(Nc1ncc(Cc2cc(C(F)(F)F)ccc2Cl)s1)c1cccs1	35	58	76	56	69	30	32	53	65
C#CCCCCCCC[C@@H]1OC(=O)[C@H]([C@@H](C)CC)NC(=O)[C@H]([C@@H](C)CC)NC(=O)CC(=O)[C@@H]1C	92	100	89	112	103	95	103	89	100
C=C(C)[C@@H](/C=C/[C@@H](C)[C@H]1CC[C@H]2C3=CC[C@H]4C[C@@H](O)CC[C@]4(C)[C@H]3CC[C@]12C)CC	81	97	103	113	108	94	128	107	111
CC(CO)c1ccccc1 (centres undefined)	92	99	96	113	95	98	102	nt	92
CCN(CC)c1ccc(NC(c2ccccc2)C(O)c2ccccc2)cc1 (centres undefined)	103	90	99	109	96	98	106	118	112
COc1ccc(CNC(=O)CSc2nc3ccccc3c(=O)n2CCc2ccc(S(N)(=O)=O)cc2)cc1OC	88	104	105	121	140	99	101	108	107
CCc1c(C)cc(-c2ccccc2N)c2[nH]c3ccccc3c12	91	94	91	93	91	106	103	93	92
O=C1CCC(=O)N1C1CCCCC1	103	93	97	101	103	102	104	92	82
CO[C@H]1C[C@@H]2CC[C@@H](C)[C@@](O)(O2)C(=O)C(=O)N2CCCC[C@H]2C(=O)O[C@H]([C@H](C)C[C@@H]2CC[C@@H](OCCO)[C@H](OC)C2)CC(=O)[C@H](C)/C=C(\C)[C@@H](O)[C@H](OC)C(=O)[C@H](C)C[C@H](C)\C=C/C=C/C=C/1C	49	55	49	56	35	58	43	16	45
COc1cc(/C=C2\S/C(=N/Nc3nc(-c4ccc(Br)cc4)cs3)NC2=O)cc(OC)c1OC	46	48	45	106	85	74	77	72	92
CCSc1oc(-c2ccccc2)nc1S(=O)(=O)c1ccc(F)cc1	54	85	89	116	94	87	95	91	108
N/C(=N\C(N)=N\c1nc2ccccc2s1)c1ccc2ccccc2c1	nt	53	63	109	116	30	68	55	97
Cc1cc(C(=O)CC(=O)C(F)(F)F)c(C)o1	104	109	97	104	96	108	105	103	104
CCN1C(=O)/C(=c2\sc3n(c2=O)NC2C(N=3)N(CC)C(=S)N2CC)c2ccccc21 (centres undefined)	93	97	87	104	nt	94	104	94	93
CCn1c(SC/C(=N/O)c2ccc(C)cc2)nnc1-c1ccncc1	101	102	104	109	109	106	109	105	110
Cn1c(=O)c2[nH]c(SCC(=O)Nc3ccc(C(=O)/C=C/c4ccc(Br)cc4)cc3)nc2n(C)c1=O	97	104	102	128	91	99	102	102	96
CCCCC(=O)C1CCCC1	nt	113	100	117	105	110	103	nt	105
FC(F)(F)Oc1ccc2c(c1)C[C@H]1C[C@@H](c3ccoc3)N2O1	100	97	nt	110	106	98	114	108	117
Cc1ccc(C(=O)N2C/C(=C/c3ccccc3)C(=O)/C(=C/c3ccccc3)C2)cc1	69	79	71	77	79	66	90	69	80
C=C1C(=O)O[C@H]2[C@H]1CC/C(Cn1cc(-c3cc(C(F)(F)F)cc(C(F)(F)F)c3)nn1)=C\CC[C@@]1(C)O[C@@H]21	-77*	-59*	-55*	-60*	-89*	-36*	-59*	-79*	-24*
CC1CCOC(c2ccccc2)O1 (centres undefined)	82	107	98	113	89	103	106	108	92
Cc1c(NC=O)c(=O)n(-c2ccccc2)n1C	95	107	110	98	99	103	119	105	106
CCN(CC)c1ccc(-c2cc(-c3cc(OC)c(OC)c(OC)c3)nc(N3CCC(O)CC3)c2C#N)cc1	-52*	0.4*	-36*	-61*	-5.1*	5.1*	-33*	2.1*	18
Cc1nnc(N)s1	89&92	104&100	107&98	110&108	101&97	113&105	108&108	115&99	120&91
CC(C)(C)CC(C)(C)c1ccc(OCCOc2ccc(C(N)=O)cc2[N+](=O)[O-])cc1	63	90	79	99	104	85	89	93	102
NNc1ccc(-c2ccc(NN)cc2)cc1	96	108	100	99	102	104	103	114	122
CC[C@@H](C[C@H](CCO)c1ccccc1)c1cc2ccccc2o1	78	93	88	nt	94	93	100	98	93
Cc1ccc(-c2c(Br)c(OC(=O)CO[C@@H]3C[C@H](C)CC[C@H]3C(C)C)c(-c3ccc(C)cc3C)c(Br)c2OC(=O)CO[C@H]2C[C@@H](C)CC[C@@H]2C(C)C)c(C)c1	79	99	56	95	95	101	105	108	103
O=C(N/N=C/c1ccc(F)cc1)c1[nH]c2ccc(I)cc2c1-c1ccccc1	4.7*	nt	nt	-40*	-1.5*	nt	1.8*	24	34
CS(=O)(=O)c1ccc(-c2nc3ccccn3c2C=Nc2ccc(Br)cc2)cc1	52	nt	101	101	103	56	52	77	75
CC(C)(O)CN(C(=O)C(c1ccccc1)c1ccccc1)C1CCCCC1	98	97	87	116	103	96	98	128	nt
CCc1cc(O)ccc1Nc1cc(-c2ccc(-n3cccn3)cc2)[nH]n1	38	75	87	50	87	64	45	86	64
COc1ccc(-c2n[nH]c(=O)c3c2sc2ncc(-c4ccc(OC)cc4)n23)cc1	86	105	97	111	100	108	106	116	105
O=C(CSc1nc2sc3c(c2c(=O)n1-c1ccc(Cl)cc1)CCCC3)NNC(=O)c1ccc(F)cc1	77	74	63	125	90	78	89	63	74
Cc1[nH]n(C(N)=S)c(=O)c1N=Nc1ccc(O)c(C(=O)O)c1	97	143	93	122	116	164	103	26	118

In the list so far, these contain a CF3 group.
SMILES	NCI-H522	NCI-H23	NCI-H226	COLO 205	SK-OV-3	NCI/ADR-RES	NCI-H460	IGROV1	NCI-H322M
O=C(Nc1ncc(Cc2cc(C(F)(F)F)ccc2Cl)s1)c1cccs1	35	58	76	56	69	30	32	53	65
Cc1cc(C(=O)CC(=O)C(F)(F)F)c(C)o1	104	109	97	104	96	108	105	103	104
FC(F)(F)Oc1ccc2c(c1)C[C@H]1C[C@@H](c3ccoc3)N2O1	100	97	nt	110	106	98	114	108	117
C=C1C(=O)O[C@H]2[C@H]1CC/C(Cn1cc(-c3cc(C(F)(F)F)cc(C(F)(F)F)c3)nn1)=C\CC[C@@]1(C)O[C@@H]21	-77*	-59*	-55*	-60*	-89*	-36*	-59*	-79*	-24*

Next records:
SMILES	NCI-H522	NCI-H23	NCI-H226	COLO 205	SK-OV-3	NCI/ADR-RES	NCI-H460	IGROV1	NCI-H322M
NC(=S)N1N=C(c2ccccc2)CC1c1cn(-c2ccccc2)nc1-c1ccc(OCc2ccccc2)cc1 (centres undefined)	83	104	98	115	112	112	106	113	95
c1c2c(cc3c1OCO3)Cc1cc3c(cc1Cc1cc4c(cc1C2)OCO4)OCO3	94	109	105	114	101	113	104	104	109
COc1ccc(/C=C2\SC(=NCc3ccco3)NC2=O)cc1	86	nt	77	102	115	89	97	92	78
CC(C)CCC[C@@H](C)[C@H]1CC[C@H]2[C@@H]3CC=C4c5sc(Nc6ccccc6Cl)nc5CC[C@]4(C)[C@H]3CC[C@]12C	92	98	90	108	165	97	90	86	96
Nc1[nH]c(=O)n(Cc2ccccc2)c(=O)c1Cc1ccccc1	91	97	96	108	117	100	102	97	100
NNCCC(=O)O	110	nt	100	111	118	104	107	110	nt
COc1ccc(C2CC(c3cc4ccccc4oc3=O)=NN2c2ccc(S(N)(=O)=O)cc2)cc1OC (centres undefined)	86	85	89	99	nt	102	89	104	96
COc1ccc(Oc2nc(Cl)ncc2NC(=S)NC(=O)c2ccccc2)cc1	50	92	80	nt	92	96	92	96	92
COCCn1c(C)nc2ccccc2c1=O	108	89	67	43	95	77	50	76	89
Cn1c([N+](=O)[O-])cnc1/C=C1\Oc2cc(Cl)ccc2C1=O	-54*	-23*	59	-53*	-7.2*	-0.2*	-32*	-22*	60
NS(=O)(=O)c1ccc(NC(=O)CSc2nc3nc(-c4cccs4)cc(-c4cccs4)c3c(=O)[nH]2)cc1	75	100	80	116	103	91	69	63	86
CCOC(=O)c1c(C)nn(CC(O)c2ccccc2)c1NC(=O)Nc1cccc(F)c1 (centres undefined)	82	97	85	102	85	91	94	90	89
Cn1c(=O)c2[nH]c(COc3ccc(C(C)(C)C)cc3)nc2n(C)c1=O	73	43	67	117	89	63	84	116	92
CCN(CC)c1ccc(N=Cc2ccc(N(C)C)cc2)cc1	72	94	88	nt	106	99	104	110	102
COc1nc2c(c(=O)[nH]1)NC1=C(C(=O)c3ccccc31)C1(C=C(O)c3ccccc31)N2 (centres undefined)	97	100	nt	114	109	108	105	119	123
O=C(Oc1ccc(Cl)cc1[N+](=O)[O-])Oc1ccc(Cl)cc1[N+](=O)[O-]	104	105	117	122	120	119	111	nt	122
CCCCC/C(=C\c1ccccc1)C1OCC(COCC)O1 (centres undefined)	73	89	104	103	80	98	109	107	99
Cn1c(-c2ccc3c(c2)OCO3)cc(=O)c2cc3c(cc21)OCO3	75	107	89	106	nt	102	100	98	103
CC(=O)OC[C@]12CC[C@@H](/C(C)=N/O)[C@@H]1[C@H]1CC[C@@H]3[C@@]4(C)CCCNC(C)(C)[C@@H]4CC[C@@]3(C)[C@]1(C)CC2	84	86	89	76	63	77	84	89	91
COC1OC(C(O)CO)C(O)C(O)C1O (centres undefined)	90	113&105	104&96	111&106	108&92	118&105	111&107	118&106	113&103
O=C(O)C(C(=O)Nc1ccccc1)c1ccccc1 (centres undefined)	96	96	90	nt	113	105	108	100	98
O=C(Cc1ccccc1)NNC(=O)Cc1ccccc1	83	98	96	110	101	106	106	103	102
CCOC(=O)CC1CCCCC1	99	102	100	106	105	107	109	108	98
CN1CCN(c2ccc(NC(=O)CN(c3ccc(F)cc3)S(=O)(=O)c3ccc(Cl)cc3)cc2)CC1	77	90	81	nt	89	92	95	99	99
CCC(=O)c1cc([N+](=O)[O-])c(Br)s1	nt	93	99	12	96	105	108	105	101
Cc1cccc(C)c1NC(=O)Cn1c2ccc(Cl)cc2c2ccc([C@H](C)C(=O)O)cc21	83	83	85	111	96	68	57	111	83
COc1cc2nc(SCc3ccccc3)n(-c3ccc(Cl)cc3)c(=O)c2cc1OC	-0.7*	nt	-27*	3.2*	-19*	-30*	-48*	4.0*	3.8*
O=C(Cc1nc(-c2ccc(Cl)cc2)no1)c1ccccc1	105	108	92	116	111	109	109	98	108
Cc1ccc(S(=O)(=O)Oc2ccccc2Cl)cc1	nt	103	97	110	104	105	110	108	110
c1ccc(N2c3nc4ccccc4cc3Sc3cc4ccccc4nc32)nc1	98	94	85	141	104	83	111	nt	84

Of the compounds above, these have a cyano group:
SMILES	NCI-H522	NCI-H23	NCI-H226	COLO 205	SK-OV-3	NCI/ADR-RES	NCI-H460	IGROV1	NCI-H322M
COC(=O)C1(CC(=O)c2c(C)[nH]c3ccccc23)NC(=S)NC(=O)C1C#N (centres undefined)	98	102	83	135	124	103	141	111	106
CCN(CC)c1ccc(-c2cc(-c3cc(OC)c(OC)c(OC)c3)nc(N3CCC(O)CC3)c2C#N)cc1	-52*	0.4*	-36*	-61*	-5.1*	5.1*	-33*	2.1*	18

Limited to SK-OV-3 and NCI/ADR-RES, for some of the entries so far:
Structure | SK-OV-3 | NCI/ADR-RES
O=C(Oc1ccc(Cl)cc1[N+](=O)[O-])Oc1ccc(Cl)cc1[N+](=O)[O-] | 120 | 119
CCCCC/C(=C\c1ccccc1)C1OCC(COCC)O1 (centres undefined) | 80 | 98

Continuation.
SMILES	NCI-H522	NCI-H23	NCI-H226	COLO 205	SK-OV-3	NCI/ADR-RES	NCI-H460	IGROV1	NCI-H322M
O=C1/C(=C\c2ccco2)SC(=S)N1CCc1ccc(O)cc1	69	101	101	126	100	103	106	95	91
CC(=O)O[C@H]1CC[C@]2(C)C34OC3C[C@]3(C)[C@@H](C(C)=O)CC[C@H]3[C@]43C=C[C@@]2(C1)C1C(=O)OC(=O)C13 (some centres undefined)	109	89	92	97	110	98	95	111	101
O=C1/C(=C/c2ccco2)SC(=S)N1CC(=S)C1C=CS(=O)(=O)C1 (centres undefined)	78	96	93	129	116	103	77	103	88
CCCCCCCCC(CC)(CC)C(=O)O	94	101	96	109	119	105	102	106	90
COc1ccc2[nH]c(=O)c(O)c(-c3ccccc3)c2c1	95	88	93	102	79	97	105	91	100
C=CCSc1nc2ncnc(N)c2[nH]1	88	97	87	103	97	98	104	99	nt
CCN(CC)c1ccc(CN(CC(=O)c2ccc(Cl)c(Cl)c2)Cc2ccccc2)cc1	106	98	91	104	90	105	101	107	110
O=C1CCN2C=CC=CC2=N1	98	99	96	113	123	101	105	107	98
N#Cc1c(Cl)nsc1-c1ccc([N+](=O)[O-])cc1	94	101	105	119	106	105	105	101	96
CC1CCCCN1CCCOc1cc([N+](=O)[O-])ccc1C#N (centres undefined)	72	99	108	100	105	108	106	104	103

No enrichment for hits. About 11% of those tested had a hit in this group.
